Screens as filed in PubChem BioAssay.
RGS8-Gao reg: human RGS8-Galphao interaction regulation; P09471; response (percent of control binding), % at 10 µM; 220,000 tested, 0.34% active; multiplexed bead flow cytometry, RGS8-Galphao binding; actives lie on both sides; in the data active = response below about 60% or above about 140%; inactive = in between;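 note: Galphao activated as the GDP aluminium fluoride complex binding bead-coupled RGS8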
Target sequence (P09471 whole entry, looked up): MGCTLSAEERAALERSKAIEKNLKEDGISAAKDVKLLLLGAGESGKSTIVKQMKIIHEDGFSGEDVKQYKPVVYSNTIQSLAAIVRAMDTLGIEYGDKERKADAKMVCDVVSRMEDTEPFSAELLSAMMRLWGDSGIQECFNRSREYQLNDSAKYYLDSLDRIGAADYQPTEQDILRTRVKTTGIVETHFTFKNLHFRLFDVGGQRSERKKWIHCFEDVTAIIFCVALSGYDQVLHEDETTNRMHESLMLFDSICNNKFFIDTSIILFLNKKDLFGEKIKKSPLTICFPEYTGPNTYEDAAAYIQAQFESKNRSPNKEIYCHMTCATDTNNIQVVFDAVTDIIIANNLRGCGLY
ABCB1 inh: blocks JC-1 efflux by human ABCB1 transporter; inhibition, % at 6.6 µM; P08183; 190,000 tested, 0.067% active; CCRF-Adr cells, flow cytometry; in the data active = inhibition above about 40%;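 note: 0% = vehicle and 100% = reference inhibitor; higher value means more JC-1 retained so stronger ABCB1 efflux block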
Bim-Bfl-1: disrupts Bim binding to human Bfl-1; 190,000 tested, 0.12% active; AID 1008; Bead-based flow cytometry, Bim-Bfl-1 binding inhibition; inhibition, % at 10 µM; Q16548;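 note: 0% = wells without compound plus tracer and 100% = blocker peptide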
Bim-Mcl-1: human Bim-Mcl-1 interaction inhibition. Q07820. Bead-based flow cytometry, Bim peptide-Mcl-1 binding. inhibition, % at 10 µM. 190,000 tested, 0.1% active;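 note: 0% = no compound tracer wells and 100% = peptide blocker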
Target sequence (Q07820 whole entry, looked up): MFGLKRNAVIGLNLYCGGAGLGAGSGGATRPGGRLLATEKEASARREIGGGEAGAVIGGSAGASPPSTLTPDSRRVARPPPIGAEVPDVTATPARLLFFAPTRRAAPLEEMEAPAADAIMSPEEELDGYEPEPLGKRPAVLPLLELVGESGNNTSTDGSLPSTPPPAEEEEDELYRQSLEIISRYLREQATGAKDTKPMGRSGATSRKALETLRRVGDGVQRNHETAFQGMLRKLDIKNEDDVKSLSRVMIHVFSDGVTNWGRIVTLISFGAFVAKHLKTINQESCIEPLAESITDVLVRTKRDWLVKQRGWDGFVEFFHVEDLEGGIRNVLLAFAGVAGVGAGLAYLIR
Bim-Bcl-XL: disrupts Bim peptide binding to human Bcl-XL. Q07817. bead flow cytometry, fluorescence. inhibition, % at 10 µM. 190,000 tested, 0.04% active. AID 1007
RGS4-Gao reg: modulates binding of RGS4 to human Galphao | P09471 | 220,000 tested, 0.33% active | Multiplexed bead flow cytometry; actives lie on both sides | binding response (% of control), % at 10 µM | AID 1415; in the data active = binding response below about 49% or above about 150%; inactive = in between;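 note: fluorescent Galphao activated with aluminum fluoride binding bead-coupled RGS4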
ABCG2 block: inhibitors of human ABCG2 transporter, ABCB1 counter-screen. inhibition, % at 6.6 µM. 190,000 tested, 0.1% active. IgMXP3 cells, JC-1 efflux, flow cytometry. Q9UNQ0. AID 1325;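 active = inhibition above 80%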;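 note: 0% = DMSO and 100% = nicardipine control wells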
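Incubation: cells with compound and JC-1, 10 min at 25 °C, rotating, no wash / Test system: IgMXP3 (ABCG2) plus far-red-tagged CCRF-Adr (ABCB1) cells / Compound dosing: one concentration, 6.6 µM final / Also added: JC-1 fluorescent substrate / Evaluation: efflux inhibition in percent versus controls / Detection: flow cytometry, 530 nm JC-1 signal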
Bcl-B Bim block: inhibitors of Bim-Bcl-B interaction, human; Q9HD36; bead-based flow cytometry, Bim peptide-Bcl-B binding; inhibition, % at 10 µM; 190,000 tested, 0.073% active; AID 951;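 note: 0% = tracer peptide without compound and 100% = reference inhibitor peptide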
Target sequence (Q9HD36 whole entry, looked up): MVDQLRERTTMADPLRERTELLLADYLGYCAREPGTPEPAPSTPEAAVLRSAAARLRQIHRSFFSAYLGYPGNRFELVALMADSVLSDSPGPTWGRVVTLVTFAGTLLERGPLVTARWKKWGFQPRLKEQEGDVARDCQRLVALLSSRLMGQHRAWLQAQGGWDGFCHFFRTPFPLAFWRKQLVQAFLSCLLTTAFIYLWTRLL
Bcl-W Bim block: inhibitors of Bim-Bcl-W interaction, human. bead-based flow cytometry, Bim peptide-Bcl-W binding. Q92843. AID 952. 190,000 tested, 0.02% active. inhibition, % at 10 µM;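 note: 0% = bound tracer without compound and 100% = peptide blocker; higher means less fluorescent Bim peptide bound to Bcl-W beads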
Target sequence (Q92843 whole entry, looked up): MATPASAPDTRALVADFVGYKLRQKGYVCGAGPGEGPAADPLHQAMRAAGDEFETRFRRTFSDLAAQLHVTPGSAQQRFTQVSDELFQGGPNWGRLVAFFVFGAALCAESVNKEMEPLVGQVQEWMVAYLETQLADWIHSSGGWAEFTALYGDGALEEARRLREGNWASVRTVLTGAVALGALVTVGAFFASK
RGS7-Gao: regulators of human RGS7-Galphao interaction; Multiplexed bead flow cytometry, RGS7-Galphao binding; actives lie on both sides; binding response (% of control), % at 10 µM; 220,000 tested, 0.35% active; in the data active = binding response below about 49% or above about 150%;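 note: fluorescent Galphao held in activated GDP-AlF4 state binding bead-coupled RGS7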
Bcl-2 Bim block: inhibitors of Bim-Bcl-2 interaction, human; Bead-based flow cytometry, Bim peptide-Bcl-2 binding; inhibition, % at 10 µM; 190,000 tested, 0.06% active; in the data active = inhibition above about 40%;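 note: 0% = no compound wells with probe peptide and 100% = reference peptide inhibitor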
The depositor's hits bear a star. Cut-off read from the data, not from the text of the source, unless noted: active = inhibition above about 40%.

Key to letters: A = RGS8-Gao reg; B = ABCB1 inh; C = Bim-Bfl-1; D = Bim-Mcl-1; E = Bim-Bcl-XL; F = RGS4-Gao reg; G = ABCG2 block; H = Bcl-B Bim block; I = Bcl-W Bim block; J = RGS7-Gao; K = Bcl-2 Bim block
CC(=O)c1cc2c(cc1N/C(=N/S(=O)(=O)c1ccc(C)cc1)c1ccccc1)OCO2
  A: 110; B: 18; C: 0; D: -4; E: -6; F: 106; G: 32; H: -7; I: -3; J: 104; K: -2

CC1=C(C(=O)OCCOC(C)C)C(c2cc3c(cc2Br)OCO3)CC(=O)N1 (stereo not drawn)
  A: 95; B: 0.3; C: -1; D: -2; E: -1; F: 92; G: 1; H: -1; I: -3; J: 90; K: -1

Cn1nc(-c2ccccc2)c(C(O)c2ccc(Cl)cc2)c1Cl (stereo not drawn)
  A: 99; B: 0.6; C: -1; D: -1; E: -1; F: 100; G: 3; H: -2; I: -1; J: 108; K: -6

Cc1nc(NC(=O)CC(C)C)sc1-c1csc(Nc2ccc(Cl)cc2Cl)n1
  A: 99; B: -0.8; C: -1; D: -5; E: -6; F: 102; G: -2; H: 0; I: 2; J: 100; K: -2

Cc1ccc2oc(=O)c3cnn(CC(=O)NC4CCC(C)CC4)c3c2c1 (stereo not drawn)
  A: 102; B: 0.9; C: -1; D: -2; E: 0; F: 95; G: 2; H: 0; I: -4; J: 99; K: 3

CCc1cc2c(=O)[nH]c(Cc3ccc(Cl)cc3)nc2s1
  A: 106; B: 0.6; C: -2; D: -1; E: -2; F: 105; G: 3; H: -5; I: 0; J: 106; K: -2

Nc1nnc(CCN2C(=O)CSC2=O)s1
  A: 92; B: -3.2; C: 6; D: 0; E: 0; F: 91; G: -4; H: 1; I: 0; J: 91; K: 0

CSC(=NC#N)N1CCN(c2ccccn2)CC1
  A: 98; B: 0.7; C: -6; D: 0; E: -2; F: 92; G: 3; H: -1; I: 1; J: 86; K: -2

Cc1ccc(S(=O)(=O)/C(C#N)=C/c2c[nH]c3ccccc23)cc1
  A: 104; B: -0.3; C: -16; D: -1; E: 0; F: 104; G: -1; H: -9; I: 4; J: 100; K: -5

Cc1noc(C)c1COc1ccc(C(=O)NCc2ccccn2)cc1
  A: 100; B: 0.1; C: 2; D: -6; E: -1; F: 100; G: 11; H: 0; I: -1; J: 99; K: -3

O=C(CSc1ccc(Cl)cc1)N1CCN(c2c(Cl)cccc2[N+](=O)[O-])CC1
  A: 104; B: 0.5; C: -3; D: -3; E: -2; F: 103; G: 3; H: -5; I: -1; J: 100; K: -3

CC(C(=O)Nc1cccc([N+](=O)[O-])c1)N(c1ccccc1)S(C)(=O)=O (stereo not drawn)
  A: 93; B: 0.9; C: 4; D: 0; E: 2; F: 86; G: 20; H: 0; I: 0; J: 78; K: 0

O=c1c2ccccc2nnn1COc1cccc2ccccc12
  A: 100; B: 1.3; C: -2; D: 0; E: 3; F: 101; G: 12; H: -1; I: -1; J: 101; K: 0

Cc1ccc(CCN2CC(C(=O)NCc3ccco3)CC2=O)cc1 (stereo not drawn)
  A: 106; B: 0.7; C: -5; D: -7; E: -5; F: 104; G: 2; H: -6; I: -5; J: 99; K: -6

C/C(=N/NC(=O)CCCOc1ccc(Cl)cc1Cl)c1ccc(C)o1
  A: 102; B: 0.2; C: 2; D: 0; E: -3; F: 100; G: 0; H: -3; I: 0; J: 99; K: 0

Reprinted at random: seven entries already listed, in no set order.
Key to letters: A = RGS8-Gao reg; B = ABCB1 inh; C = Bim-Bfl-1; D = Bim-Mcl-1; E = Bim-Bcl-XL; F = RGS4-Gao reg; G = ABCG2 block; H = Bcl-B Bim block; I = Bcl-W Bim block; J = RGS7-Gao; K = Bcl-2 Bim block
Cc1nc(NC(=O)CC(C)C)sc1-c1csc(Nc2ccc(Cl)cc2Cl)n1
  A: 99; B: -0.8; C: -1; D: -5; E: -6; F: 102; G: -2; H: 0; I: 2; J: 100; K: -2

CC(C(=O)Nc1cccc([N+](=O)[O-])c1)N(c1ccccc1)S(C)(=O)=O (stereo not drawn)
  A: 93; B: 0.9; C: 4; D: 0; E: 2; F: 86; G: 20; H: 0; I: 0; J: 78; K: 0

Cc1ccc(CCN2CC(C(=O)NCc3ccco3)CC2=O)cc1 (stereo not drawn)
  A: 106; B: 0.7; C: -5; D: -7; E: -5; F: 104; G: 2; H: -6; I: -5; J: 99; K: -6

Cn1nc(-c2ccccc2)c(C(O)c2ccc(Cl)cc2)c1Cl (stereo not drawn)
  A: 99; B: 0.6; C: -1; D: -1; E: -1; F: 100; G: 3; H: -2; I: -1; J: 108; K: -6

CC1=C(C(=O)OCCOC(C)C)C(c2cc3c(cc2Br)OCO3)CC(=O)N1 (stereo not drawn)
  A: 95; B: 0.3; C: -1; D: -2; E: -1; F: 92; G: 1; H: -1; I: -3; J: 90; K: -1

CC(=O)c1cc2c(cc1N/C(=N/S(=O)(=O)c1ccc(C)cc1)c1ccccc1)OCO2
  A: 110; B: 18; C: 0; D: -4; E: -6; F: 106; G: 32; H: -7; I: -3; J: 104; K: -2

CSC(=NC#N)N1CCN(c2ccccn2)CC1
  A: 98; B: 0.7; C: -6; D: 0; E: -2; F: 92; G: 3; H: -1; I: 1; J: 86; K: -2

(cont.)
Key to letters: A = RGS8-Gao reg; B = ABCB1 inh; C = Bim-Bfl-1; D = Bim-Mcl-1; E = Bim-Bcl-XL; F = RGS4-Gao reg; G = ABCG2 block; H = Bcl-B Bim block; I = Bcl-W Bim block; J = RGS7-Gao; K = Bcl-2 Bim block
CCOc1cc(/C=C2\C(=O)N(c3ccc(C(N)=O)cc3)N=C2C)ccc1OC(=O)c1cccs1
  A: 101; B: 0.3; C: -3; D: -1; E: -3; F: 102; G: 1; H: 0; I: -1; J: 99; K: -4

Nc1nc(CSC(=S)N2CCCCC2)nc(Nc2ccccc2)n1
  A: 106; B: 0.3; C: -6; D: -1; E: -5; F: 103; G: 1; H: -4; I: -11; J: 101; K: -4

Cc1nc(NC(CC(C)C)C(=O)O)c2nc(C)oc2n1 (stereo not drawn)
  A: 105; B: 0.6; C: -9; D: 0; E: -3; F: 105; G: 1; H: -6; I: 4; J: 104; K: -14

Cc1ccc(S(=O)(=O)Cc2ccc(C(=O)NCc3cccs3)o2)cc1
  A: 102; B: 1.2; C: -2; D: 1; E: -2; F: 106; G: 4; H: 1; I: 3; J: 100; K: -2

NS(=O)(=O)c1ccc(CCNC(=S)Nc2ccc(F)cc2)cc1
  A: 101; B: 0.2; C: -4; D: -3; E: -2; F: 100; G: -2; H: -3; I: 0; J: 102; K: -6

Brc1ccc(-c2nc3ncccn3c2NC2CCCCC2)o1
  A: 101; B: 0.0; C: -7; D: -3; E: -4; F: 100; G: 0; H: -8; I: -1; J: 100; K: -8

CC(C)C12CN3CC(C(C)C)(CN(C1)C3c1ccco1)C2=O (stereo not drawn)
  A: 100; B: 0.1; C: -3; D: -4; E: -2; F: 105; G: 0; H: -2; I: -2; J: 103; K: -3

O=C1OC(=O)C2C1[C@@H]1CC[C@H]2O1 (stereo partly drawn)
  A: 101; B: -0.3; C: 0; D: -1; E: -3; F: 97; G: 0; H: -4; I: -1; J: 98; K: 1

O=C(COC(=O)Cc1ccsc1)Nc1ccc(S(=O)(=O)N2CCOCC2)cc1
  A: 102; B: 0.5; C: 22; D: 6; E: 19; F: 96; G: 4; H: 14; I: 13; J: 97; K: 8

O=C(COc1ccc(Cl)cc1Cl)Nn1c(=S)[nH]c2ncccc2c1=O
  A: 107; B: -0.5; C: -6; D: -3; E: -9; F: 107; G: -2; H: -4; I: -5; J: 104; K: -11

CC(NCc1ccc(N(C)C)cc1)C1CC2CCC1C2 (stereo not drawn)
  A: 97; B: 0.8; C: 0; D: 0; E: 2; F: 99; G: 1; H: -2; I: 1; J: 100; K: 4

Cc1cccc(OCC(=O)Nc2ccc3c(c2)OCCO3)c1
  A: 104; B: 0.8; C: -11; D: -2; E: -15; F: 103; G: 11; H: -8; I: 0; J: 104; K: -7

CCC(C)[C@H](NC(=O)NCCCn1ccnc1)C(=O)OC (stereo partly drawn)
  A: 102; B: 0.2; C: 1; D: -3; E: -2; F: 104; G: -2; H: -4; I: 0; J: 96; K: 2

NS(=O)(=O)c1ccc(NC(=O)c2ccccc2Cl)cc1
  A: 99; B: 0.4; C: -14; D: -2; E: -7; F: 102; G: 2; H: -9; I: -3; J: 99; K: -7

Cn1c(=O)oc2cc(S(=O)(=O)N3CCCC(C(=O)Nc4ccc5c(c4)OCCO5)C3)ccc21 (stereo not drawn)
  A: 105; B: 1.9; C: -8; D: 0; E: -4; F: 103; G: 8; H: -1; I: 0; J: 99; K: -7

(cont.)
Key to letters: A = RGS8-Gao reg; B = ABCB1 inh; C = Bim-Bfl-1; D = Bim-Mcl-1; E = Bim-Bcl-XL; F = RGS4-Gao reg; G = ABCG2 block; H = Bcl-B Bim block; I = Bcl-W Bim block; J = RGS7-Gao; K = Bcl-2 Bim block
CCOc1cccc(C(=O)Nc2cccc(-c3nnc(-c4ccccc4)o3)c2)c1
  A: 95; B: 1.0; C: -1; D: -1; E: -1; F: 93; G: 2; H: 0; I: 0; J: 89; K: 0

CCOC(=O)c1ccc2[nH]c3c(c2c1)CCCCC3=O
  A: 101; B: 0.1; C: -20; D: -4; E: -7; F: 102; G: 26; H: -11; I: -2; J: 105; K: -17

CCc1ccc(OCC(=O)NC(NC(=S)Nc2ccc(C)cc2C)C(Cl)(Cl)Cl)cc1 (stereo not drawn)
  A: 105; B: 0.7; C: -16; D: 0; E: -13; F: 103; G: 9; H: -10; I: -4; J: 100; K: -7

COC(=O)CC/C(O)=C1\C(=O)CC(C)(C)CC1=NCc1nc2ccccc2[nH]1
  A: 99; B: 0.1; C: 7; D: 30; E: 7; F: 98; G: 2; H: 9; I: 3; J: 96; K: 10

C/C(Cn1nnc([N+](=O)[O-])n1)=N\NC(=O)c1ccccc1
  A: 100; B: 0.6; C: 36; D: 24; E: 38; F: 99; G: 14; H: 22; I: 25; J: 101; K: 28

Clc1ccc(C2CC(c3ccccc3)Nc3ncnn32)cc1 (stereo not drawn)
  A: 105; B: 0.6; C: -14; D: -1; E: -3; F: 104; G: 3; H: -8; I: 1; J: 104; K: -13

O=C(N/N=C/c1ccsc1)c1cc(O)cc(O)c1
  A: 95; B: 0.0; C: 1; D: -4; E: 0; F: 94; G: 1; H: -3; I: -2; J: 94; K: 0

Cc1c(C(=O)Nc2cnccn2)oc2ccccc12
  A: 102; B: 0.4; C: -9; D: -1; E: -2; F: 100; G: 4; H: -8; I: 0; J: 102; K: -10

CS(=O)(=O)N1CCC(C(=O)Nc2ccc(Cl)c(C(F)(F)F)c2)CC1
  A: 97; B: 0.1; C: -8; D: 0; E: -1; F: 98; G: 5; H: -4; I: -1; J: 94; K: -3

N#Cc1c(NCc2ccccc2)ccnc1NCc1cccnc1
  A: 98; B: 0.6; C: -2; D: 0; E: -1; F: 100; G: 3; H: 0; I: -1; J: 98; K: 0

OCc1ccc(O)c2ncccc12
  A: 98; B: 0.2; C: -1; D: -1; E: -3; F: 96; G: 0; H: -1; I: 0; J: 93; K: -2

CCOc1ccc(/C=C/C(=O)Nc2ccc3[nH]c(=O)[nH]c3c2)cc1
  A: 100; B: -0.3; C: -13; D: -3; E: -6; F: 98; G: -3; H: -8; I: -6; J: 101; K: -5

OCCCc1nc2n(n1)C(c1cccs1)C=C(c1ccccc1)N2 (stereo not drawn)
  A: 99; B: 9.0; C: -6; D: 3; E: -3; F: 100; G: 5; H: 0; I: 3; J: 100; K: -1

CCCC1CC(=O)OC1(C)C(=O)CSc1n[nH]c(-c2ccccc2)n1 (stereo not drawn)
  A: 97; B: -0.4; C: -3; D: 0; E: -8; F: 98; G: -1; H: -12; I: -3; J: 100; K: -7
